High-throughput results from PubChem BioAssay.
Texas Red fluor: Texas Red region autofluorescence | Compound fluorescence, Texas Red channel, 547/618 nm; hits give high values | max dye-equivalent concentration, M | hit rate 0.06% among 59,000; in the data active means max dye-equivalent concentration above about 10 nM; inconclusive means between about 1.1 nM and that limit
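Texas Red-region profiling: compounds in 100 mM Tris pH 8.0 were read at 547/618 nm after 15 min at room temperature. Intensities were normalized against a six-point Texas Red standard series to give dye-equivalent concentration.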
Casp1 inh: allosteric or competitive inhibitors of human caspase-1; hit rate 0.03% among 75,000; P29466; Caspase-1 enzyme, Ac-WEHD-AFC fluorogenic rate; Potency, µM (highest dose often 57.5 µM), without a hit: at the top dose activity change, negative = inhibition, most hits filed as inhibitors; AID 900;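 further: potency means the concentration at half of the fitted maximal effect; plate controls were vehicle for no effect and no substrate for full effect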
Target sequence (P29466 120-297 limits assumed): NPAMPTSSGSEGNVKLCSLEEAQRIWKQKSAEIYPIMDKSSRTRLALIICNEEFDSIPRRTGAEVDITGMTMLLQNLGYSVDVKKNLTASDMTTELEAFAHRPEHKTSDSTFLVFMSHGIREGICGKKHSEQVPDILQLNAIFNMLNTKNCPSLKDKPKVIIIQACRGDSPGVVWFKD
Target sequence (P29466 317-404 limits assumed): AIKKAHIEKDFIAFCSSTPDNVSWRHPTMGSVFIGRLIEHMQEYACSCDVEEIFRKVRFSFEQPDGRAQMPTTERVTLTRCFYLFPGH
Tau filament bind: binds recombinant human tau filaments. P10636. recombinant tau filaments, thioflavin S fluorescence, 15 h; filaments grown with octadecylsulfate alongside compound. Potency, µM (series often up to 57.1 µM), inactives show at the highest dose activity change, negative = inhibition. hit rate 2% among 71,000;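 further: potency means the concentration at half of the fitted maximal effect; on the % scale 0 is the no-effect control and ±100 the full control effect; actives lower thioflavin S fluorescence by blocking filaments or displacing dye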
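Read-out: ThS fluorescence, 450 nm excitation/510 nm emission; lower signal marks blocked filament formation or displaced dye. Tau at 1 uM with 30 uM ODS, 10 uM ThS, 5 mM DTT, 100 mM NaCl, 10 mM HEPES pH 7.4; 15 h, 37 C.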
Fluorescein fluor: compound fluoresces in the fluorescein spectral region; Compound autofluorescence, 480/540 nm, fluorescein-equivalent; hits give high values; hit rate 0.91% among 59,000; max fluorescein-equivalent concentration, M; in the data active means max fluorescein-equivalent concentration above about 10 nM; inconclusive means between about 1.1 nM and that limit
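Tris 100 mM pH 8.0; 15 min RT; CCD read, ex 480/em 540 nm. Output: fluorescein-equivalent concentration per compound concentration, from six-point dye series on each plate.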
Luciferase inh: blocks Photinus pyralis firefly luciferase activity; P08659; purified firefly luciferase, luminescence, 8 min; Potency, µM (highest dose often 57.1 µM), inactives show at the highest dose activity change, negative = inhibition, hits mostly inhibitors; hit rate 2.2% among 72,000; further: potency means the concentration at half of the fitted maximal effect; on the % scale 0 is the no-effect control and ±100 the full control effect; nearly all actives have a fitted effect of over 40% in size
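Here, luciferase activity is measured as luminescence following an 8 min room-temperature reaction at 10 uM ATP, pH 7.2. Every library sample is titrated.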
USP2a inhib: USP2a (human) protease inhibition; O75604; USP2a enzymatic assay, qHTS inhibition; Potency, µM (doses to about 38.3 µM), without a hit: at the top dose activity change, negative = inhibition, hits mostly inhibitors; hit rate 0.1% among 60,000;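 further: potency means the concentration at half of the fitted maximal effect; nearly all actives have a fitted effect of over 60% in size; plate controls were DMSO for no effect and NEM full inhibition control for full effect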
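USP2 core (20nM final) preincubated 30 min RT with compound, then Ub-PLA2 20nM and NBD C6-HPC 20uM final added; buffer 20mM Tris-HCl pH 8.0, 2mM CaCl2. Fluorescence Ex 460/Em 535 read at 0 and 2.5 h; normalized to NEM.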
HADH2 inhib: blocks human hydroxyacyl-CoA dehydrogenase type II; recombinant HADH2, NADH fluorescence, beta-hydroxybutyryl-CoA; Q99714; hit rate 3.4% among 73,000; Potency, µM (highest dose often 57.1 µM), for inactives: top-dose activity change, negative = inhibition, actives largely listed as inhibitors; further: potency means the concentration at half of the fitted maximal effect; on the % scale 0 is the no-effect control and ±100 the full control effect; nearly all actives have a fitted effect of over 60% in size; many of its hits are not listed in these tables
Target sequence (Q99714 whole entry, looked up, one chain of several): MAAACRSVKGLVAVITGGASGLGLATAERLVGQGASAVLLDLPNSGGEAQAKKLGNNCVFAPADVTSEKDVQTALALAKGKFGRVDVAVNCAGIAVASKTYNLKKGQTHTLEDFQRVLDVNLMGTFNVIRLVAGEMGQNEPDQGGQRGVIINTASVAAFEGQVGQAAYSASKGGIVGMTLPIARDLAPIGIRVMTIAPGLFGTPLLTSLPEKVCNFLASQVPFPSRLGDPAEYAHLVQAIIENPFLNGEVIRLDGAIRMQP
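NADH fluorescence (ex 360/em 450 nm) read every 30 s for 4 min; activity taken as last-minus-first time point difference. Enzyme 20 nM, NAD+ 1 mM, beta-hydroxybutyryl-CoA 90 uM, pH 9.0 Tris buffer.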
Casp7 inh: caspase-7 (human) inhibition, allosteric or competitive; recombinant caspase-7, Ac-DEVD-AFC fluorescence rate; Potency, µM (series often up to 57.5 µM), for the others: at the highest dose activity change, negative = inhibition, actives largely listed as inhibitors; hit rate 0.02% among 75,000; AID 889; active means well fitted inhibition curve with a large enough effect in the main read-out, with a control signal flat, not every such curve was filed as active; inconclusive means small, poorly fitted or top-dose-only effect, or a change in a side signal; further: potency means the concentration at half of the fitted maximal effect; % of control where 0% means no effect
Target sequence (P55210 24-198 limits assumed): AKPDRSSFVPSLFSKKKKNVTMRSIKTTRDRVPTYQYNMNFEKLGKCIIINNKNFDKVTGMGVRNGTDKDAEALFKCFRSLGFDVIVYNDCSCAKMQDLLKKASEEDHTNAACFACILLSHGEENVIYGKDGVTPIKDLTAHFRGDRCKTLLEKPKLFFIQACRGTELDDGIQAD
Target sequence (P55210 207-303 limits assumed): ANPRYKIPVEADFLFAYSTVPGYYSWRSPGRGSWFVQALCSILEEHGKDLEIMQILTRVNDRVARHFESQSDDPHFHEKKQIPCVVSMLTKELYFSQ
Rhodamine fluor: compound fluoresces in the rhodamine spectral region; Rhodamine-region fluorescence, 547/598 nm, Tris buffer; hits give high values; max dye-equivalent concentration, M; hit rate 0.05% among 59,000; AID 594; in the data active means max dye-equivalent concentration above about 11 nM; inconclusive means between about 1.1 nM and that limit
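Intensities are converted to rhodamine-equivalent concentration using a six-point rhodamine standard on each plate. Compounds sit 15 min at room temperature in 100 mM Tris buffer, pH 8.0; read uses the 547/598 nm excitation/emission pair.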
ERK AVP inh: inhibitors of vasopressin-stimulated ERK signaling pathway | HEK293-V1b, vasopressin-stimulated pERK AlphaScreen | Potency, µM (highest dose often 57.5 µM), inactives show top-dose activity, negative = inhibition, actives largely listed as inhibitors | hit rate 0.99% among 72,000 | AID 995; further: potency means the concentration at half of the fitted maximal effect; on the % scale 0 is the no-effect control and ±100 the full control effect; nearly all actives have a fitted effect of over 55% in size
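V1b-HEK293 cells; cpd 30 min 37C; 25 nM vasopressin 5 min; lyse 10 min; AlphaScreen beads 5 hr RT. Normalized to DMSO basal and 25 nM vasopressin; AC50 by Hill fit.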
HEK293 cAMP cs: raises cAMP in parental HEK293 cells, TSHR agonist counter-screen; parental HEK293 CNG cAMP sensor, membrane potential fluorescence; Potency, µM (titrated, usually from 57.1 µM), without a hit: top-dose activation, hits mostly activators; hit rate 2.5% among 73,000; AID 938; further: potency means the concentration at half of the fitted maximal effect; % of control where 0% means no effect; nearly all actives have a fitted effect of over 55% in size
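Counterscreen for endogenous-receptor signalling: CNG-channel HEK 293 cells report cAMP rise by membrane depolarization. After 60 min dye equilibration with 100 uM RO 20-1724, compounds incubated 30 min before bottom-read fluorescence at 590 nm.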
The depositor's hits bear a star; i = inactive; ? = inconclusive; . = not tested or not shown; [ ] = another dose, or the depositor's remark. Unless noted, the call rests on the fitted dose curve; in most records, active means well fitted curve in the direction sought with a large enough effect; inconclusive means small, poorly fitted or top-dose-only effect, or another doubt; inactive means no such curve, though single readings can be large; an effect the other way counts as inactive or inconclusive.

SMILES	Texas Red fluor	Casp1 inh	Tau filament bind	Fluorescein fluor	Luciferase inh	USP2a inhib	HADH2 inhib	Casp7 inh	Rhodamine fluor	ERK AVP inh	HEK293 cAMP cs
CCOC(=O)CCN1C(=O)[C@H]2[C@H]3[C@H](O)[C@H](O)C/C(=N/NC(=O)OCc4ccccc4)[C@@H]3CC[C@@H]2C1=O	.	0%[11.5 µM]	.	.	3%[11.4 µM]	.	-2%[11.4 µM]	1%[11.5 µM]	.	-2%[11.5 µM]	-1%[11.4 µM]
COc1ccc(CCNC(=O)C2CCCCC2C(=O)O)cc1OC (configuration not stated)	?	0%	1%	i	1%	-3%	-1%	-1%	i	-7%	12%
CCn1c2ccccc2c2cc(C3C(C#N)=C(N)Oc4n[nH]c(COC)c43)ccc21 (configuration not stated)	i	-12%	?	i	0%	24%	?	-22%	i	?	0%
Cc1ccc(-n2ncc3c(=O)n(CC#N)cnc32)cc1	i	-4%	17%	i	-2%	4%	7%	-1%	i	5%[11.5 µM]	1%
O=C(c1ccncc1)N1CCC2(CCCN(c3ncccn3)C2)CC1	i	-1%	17%	i	1%[11.4 µM]	8%	15%	-1%	i	5%	6%
CN(C)CCNc1ccccn1	i	-1%[11.5 µM]	1%[11.4 µM]	i	3%[11.4 µM]	.	-6%[11.4 µM]	1%[11.5 µM]	i	-3%[11.5 µM]	17%[11.4 µM]
Cc1ccc(C)c2[nH]c(=O)c(CN(CCN3CCCC3)C(=O)Nc3cccc(Cl)c3)cc12	i	-2%	90%	i	2%	252%[activator]	-1%	-2%	i	-12%	?
CC(=O)N[C@H](CS)C(=O)O	?	0%	-4%	i	-8%	-19%	?	0%	i	16%	-9%
COc1cc2c(cc1OC)CN(C(=O)c1cc3ccccc3oc1=O)CC2	i	1%	4%	?	1%	7%	4%	-2%	i	-23%	-1%
Cc1cc2oc(=O)cc(CN3CCCc4ccccc43)c2cc1C	i	-1%	-9%	i	1%	5%	2%	-2%	i	9%	22%
O=C(C1CCC1)N1CCc2cc(S(=O)(=O)N3CCCCC3)ccc21	?	1%	-7%	i	2%	-1%	2%	1%	i	0%	1%
C=CCn1c(Cc2csc(N)n2)nnc1SCC(=O)Nc1ccc(C(=O)OCC)cc1	?	-1%	6%	?	-6%	20%	5%	-2%	i	-24%	-2%
Cc1ccc(-n2nnnc2SCC(=O)Nc2c(C)n(C)n(-c3ccccc3)c2=O)cc1	i	-2%	-4%	?	0%	8%	2%	-1%	i	12%	?
O=c1c(-c2ccccc2)nc2cnc(Oc3cccc(Cl)c3)nc2n1C[C@H]1CCCO1	i	-12%	-21%	i	1%[11.4 µM]	42%[activator]	-20%	-23%	i	-23%	13%
CC(Sc1nc(NCc2ccccc2)nc(N2CCOCC2)n1)C(=O)Nc1ccccc1 (configuration not stated)	i	-3%	207%	i	-1%	21%	16%	-4%	i	-7%	25%
N#CC1=C(N)Oc2n[nH]c(-c3ccc(F)cc3)c2C1c1ccncc1 (configuration not stated)	i	0%	6%	i	1%	-2%	?	-1%	i	-16%	-5%
CC1(C)C(C=C(Cl)Cl)C1C(=O)N1CCN(c2ccccc2)CC1 (configuration not stated)	i	-1%	-24%	i	4%	-5%	26%	0%	i	-10%	?
COc1cc2cc(C(c3nnnn3C(C)(C)C)N3CCc4ccccc43)c(=O)[nH]c2cc1OC (configuration not stated)	i	-13%	8%	i	-3%	33%[activator]	-1%	-4%	i	-26%	22%
CCCc1nnc(NC(=O)CCC(=O)N2CCN(CCOc3ccc(C)cc3)CC2)s1	i	1%	11%	?	1%	22%	-6%	-1%	i	-6%	28%
COC(=O)/C=C\c1cc(O)ccc1O	.	-7%	?	.	-14%	.	0.032µM*	-6%	.	-23%	-3%
CCOc1ccccc1NC(=O)CN(Cc1ccccc1)S(C)(=O)=O	i	-1%	3%	?	1%	15%	12%	0%	i	-3%	?
CC(C)C(=O)NC(=O)C1CCCN1C(=O)/C=C/c1ccccc1 (configuration not stated)	.	-2%[11.5 µM]	.	.	.	.	3%[11.4 µM]	-1%[11.5 µM]	.	4%[11.5 µM]	6%[11.4 µM]
C[C@@H](C(=O)NCC1CC1)[C@@H]1C[C@@]1(C)[C@@H](NC(=O)OCc1ccccc1)c1ccccc1	.	-1%	2%	.	.	.	-1%	-2%	.	-18%	21%
O=C(CSc1nc2ccccc2[nH]1)c1ccc2c(c1)OCO2	i	2%	0%	?	-12%	6%	?	1%	i	28%	3%
COC(=O)CSc1nnc(-c2ccoc2C)n1-c1ccc(C)cc1	i	0%	-2%	i	3%	9%	-4%	-1%	i	-7%	20%
Further records
SMILES	Texas Red fluor	Casp1 inh	Tau filament bind	Fluorescein fluor	Luciferase inh	USP2a inhib	HADH2 inhib	Casp7 inh	Rhodamine fluor	ERK AVP inh	HEK293 cAMP cs
COC(=O)c1cn(NC(=O)C2COc3ccccc3O2)c(=O)c2ccccc12 (configuration not stated)	i	1%	-1%	?	-1%	-4%	0%	0%	i	-1%	?
COc1ccc(-n2c(=O)c(-c3ccccc3)nc3cnc(N4CCNCC4)nc32)cc1	i	-13%	?	?	1%[11.4 µM]	38%[activator]	-3%	-21%	i	2%	6%
FC(F)(F)c1ccccc1-c1nc(NCCN2CCOCC2)c2ccccc2n1	i	-1%	-17%	?	1%[2.29 µM]	44%[activator]	3%	-1%	i	-4%	8%
O=C(c1ccco1)N1CCC(c2nc(-c3ccc(F)cc3)no2)CC1	?	3%	-1%	?	2%	0%	9%	-3%	i	16%	20µM*
CNC(=O)c1cc2cccc(OC)c2oc1=O	?	3%	-5%	i	2%	-8%	-7%	-2%	i	-18%	-4%
CCOc1ccc(N(CC(=O)NCc2ccccc2)S(=O)(=O)c2c(C)noc2C)cc1	.	-3%	172%	.	3%	.	1%	-2%	.	-9%	6%
COc1ccc(-c2noc(CCC(=O)Nc3cccnc3)n2)cc1OC	i	2%	-10%	i	-3%	1%	7%	0%	i	-24%	3%
COc1ccc(C(=O)Nn2c(C)ccc2C)cc1OC	i	-1%	-28%	?	0%	-6%	2%	0%	i	?	-4%
Cc1ccc(C(C)NC(=O)c2c(C)noc2C)cc1C (configuration not stated)	i	-1%	4%	i	3%	0%	3%	0%	i	1%	9%
CCOc1ccc(CN2C(=O)c3ccccc3C2C(=O)NCc2cccnc2)cc1 (configuration not stated)	i	1%	4%	i	-1%	6%	5%	2%	i	18%	10%
O=C1Nc2ccccc2C(O)(C(=O)NCc2ccco2)N1c1ccc(Cl)c(Cl)c1 (configuration not stated)	i	-3%	-6%	i	-4%	29%	-4%	-5%	i	27%	18%
COc1ccc2c(c1)CCCC21NC(=O)NC1=O (configuration not stated)	?	0%	8%	i	-39%	-7%	9%	6%	i	13%	-3%
CCCc1c(C)c2ccccc2[nH]c1=O	i	0%	-8%	i	1%	2%	-6%	-1%	i	-4%	6%
Cc1cc(C(=O)OCC(=O)N2c3ccccc3CC2C)c(C)o1 (configuration not stated)	i	0%	4%	i	0%	-9%	7%	.	i	35%[activator]	?
O=C(c1cc2cc(Cl)ccc2oc1=O)N1CCCC1	i	2%	-2%	i	3%	3%	8%	1%	i	-3%	2%
COc1cc2[nH]c(=O)n(CCCC(=O)N3CC=C(c4ccccc4)CC3)c(=O)c2cc1OC	?	1%	15%	i	3%	51%[activator]	-12%	1%	i	-21%	-4%
NC(=O)c1c(NC(=O)CSc2nnc(Cc3ccccc3)n2Cc2ccco2)sc2c1CCC2	i	-17%	45%	?	-5%	49%[activator]	?	?	i	-21%	?
CC(=O)NC(CCS(C)(=O)=O)C(=O)Nc1c(F)cccc1F (configuration not stated)	i	-1%	-15%	i	4%	-19%	-1%	0%	i	45%	4%
COc1ccc(/C(O)=C2\C(=O)C(=O)N(CCN(C)C)C2c2cc(OC)c(OC)c(OC)c2)c(C)c1 (configuration not stated)	i	1%	1%	i	2%	.	-14%	1%	i	-9%	1%
Fc1cccc(-n2c(-c3ccco3)nc3nc4ccccc4nc32)c1	i	-12%	117%	?	1%	30%	-198%	-27%	i	-10%	-18%
O=C(Nc1ccccc1)N1CCN(Cc2ccc3c(c2)OCO3)CC1	.	0%	4%	.	0%	.	6%	-2%	.	-3%	?
COc1cc2c(cc1OC)C(COc1ccc(F)cc1)N(C(=O)c1ccco1)CC2 (configuration not stated)	?	-4%	32%	?	1%	17%	-2%	-4%	i	?	27%

Only part of the results is shown; rates above refer to the full screens.
